Bioassay records from PubChem.
GLP1R ag: agonists of human GLP-1 receptor; Potency, µM (doses to about 45.6 µM), for inactives: top-dose activation, most hits filed as activators; 0.007% of 380,000 active; P43220; HEK293 GLP-1R CRE-luciferase, luminescence, 4-6 h; cells express a hypersensitive GLP-1R form; further: potency means the concentration at half of the fitted maximal effect; % of control where 0% means no effect
Target sequence (P43220 whole entry, looked up): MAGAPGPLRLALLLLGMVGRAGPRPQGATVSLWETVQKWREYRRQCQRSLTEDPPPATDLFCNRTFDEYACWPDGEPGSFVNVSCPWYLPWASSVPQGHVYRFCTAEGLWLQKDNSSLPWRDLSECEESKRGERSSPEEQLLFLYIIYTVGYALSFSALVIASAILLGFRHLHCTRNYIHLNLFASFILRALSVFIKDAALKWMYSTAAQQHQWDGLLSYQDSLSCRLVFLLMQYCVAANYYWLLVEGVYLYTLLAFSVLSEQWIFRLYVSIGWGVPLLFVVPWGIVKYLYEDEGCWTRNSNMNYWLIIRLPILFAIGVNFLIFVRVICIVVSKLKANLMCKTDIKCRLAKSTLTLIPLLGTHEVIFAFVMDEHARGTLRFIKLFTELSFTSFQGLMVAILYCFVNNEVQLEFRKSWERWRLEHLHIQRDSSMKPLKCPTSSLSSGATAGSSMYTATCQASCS
Akt phos inh: Akt phosphorylation inhibition | Neuro2A IGF-stimulated pAkt S473 HTRF, 20 min; stronger effect = lower value | activity change, % for hits at 50 µM | 0.32% of 360,000 active; in the data active means activity change below about -80%; inconclusive means mostly about -51% to -80%; further: on the % scale 0 is the no-effect control and ±100 the full control effect
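Neuro2A cells in DMEM with 0.5% FBS, overnight at 37 deg C, given compound at single 50 µM final, then IGF (6 nM final) for 20 min at 37 deg C. Lysed; phospho-Akt Ser473 by HTRF after 24 h, 665/615 ratio.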
PTHR1 agonist: activates the human parathyroid hormone receptor PTHR1; Q03431; HEK293 GP2 PTHR1 cells, GloSensor cAMP luminescence, 1 h; Potency, µM (top dose mostly 115 µM), without a hit: top-dose activation, most hits filed as activators; 0.075% of 410,000 active; further: potency means the concentration at half of the fitted maximal effect; nearly all actives have a fitted effect of over 55% in size; some results filed as inactive show a strong effect at the top dose; inactives centre near -15; many of its hits are not listed in these tables
Target sequence (Q03431 whole entry, looked up): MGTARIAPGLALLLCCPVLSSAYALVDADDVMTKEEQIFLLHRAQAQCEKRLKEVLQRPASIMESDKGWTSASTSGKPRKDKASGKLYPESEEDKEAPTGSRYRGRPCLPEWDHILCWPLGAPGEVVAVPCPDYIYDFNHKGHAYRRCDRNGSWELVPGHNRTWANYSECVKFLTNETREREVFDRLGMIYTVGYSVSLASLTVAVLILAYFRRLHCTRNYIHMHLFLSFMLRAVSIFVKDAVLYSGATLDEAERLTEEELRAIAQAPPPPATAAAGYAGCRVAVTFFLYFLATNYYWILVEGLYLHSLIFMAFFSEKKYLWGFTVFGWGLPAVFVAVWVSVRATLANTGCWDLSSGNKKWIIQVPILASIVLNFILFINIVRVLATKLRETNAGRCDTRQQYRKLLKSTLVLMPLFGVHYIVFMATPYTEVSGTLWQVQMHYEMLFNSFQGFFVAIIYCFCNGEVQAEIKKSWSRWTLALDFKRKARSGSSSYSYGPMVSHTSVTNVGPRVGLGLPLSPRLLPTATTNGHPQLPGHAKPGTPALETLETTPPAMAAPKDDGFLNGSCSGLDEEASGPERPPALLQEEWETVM
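HEK-293-derived GP2 cells expressing PTHR1 and a GloSensor cAMP reporter, 3,000/well, plated overnight, given luciferin plus IBMX (each 0.5 mM as added) for 1 h at 37 °C, then compound for 1 h at 37 °C. Luminescence was read after 15 min at room temperature.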
DRD3 antagonist: antagonists of human D3 dopamine receptor; P35462; D3R cells, DiscoveRx beta-arrestin luminescence, antagonist mode; stronger effect = lower value; max response, negative = inhibition, %; 2.5% of 360,000 active; in the data active means max response below about -50%; inconclusive means no clear call, values can overlap the other calls; further: on the % scale 0 is the no-effect control and ±100 the full control effect; mostly tested at two doses, the higher about 12 µM
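Cells plated overnight at 1500 cells/well, then exposed to library compounds with dopamine controls for 90 minutes at 37 degrees C. DiscoveRx reagent added for 30–60 minutes at room temperature; luminescence read, quantitative HTS format.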
TDP43 rescue: TDP-43 toxicity inhibition in yeast | 1.8% of 410,000 active | TDP-43 expressing yeast growth rescue, BacTiter-Glo, 24 h | AID 652104 | Potency, µM (titrated, usually from 46.1 µM), inactives show at the top dose growth rescue (activation), actives largely listed as activators; further: potency means the concentration at half of the fitted maximal effect; % of control where 0% means no effect; nearly all actives have a fitted effect of over 50% in size
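Readout is BacTiter-Glo luminescence of cell growth, so inhibitors register as activators. TDP-43-expressing yeast at OD600=0.02 in galactose medium, after raffinose pregrowth to mid-log, were incubated with compound for 24 hr at 30 deg C.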
Abeta yeast res: A-beta toxicity reversal in yeast; yeast expressing A-beta42, growth rescue, OD600, 48 h; response scale: 0% DMSO, 100% iron-clioquinol control; Potency, µM (series often up to 46.1 µM), without a hit: at the highest dose growth rescue, usual class: activators; 0.063% of 410,000 active; further: potency means the concentration at half of the fitted maximal effect; nearly all actives have a fitted effect of over 55% in size
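Growth rescue measured by 600 nm absorbance after 48 h yeast culture at 30 C with compound. Values normalized between DMSO and an equimolar ferric chloride plus clioquinol control.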
FUS suppressor: rescues growth of FUS-expressing yeast; S. cerevisiae FUS-expressing, growth rescue, OD600, 24 h; Potency, µM (top dose mostly 76.6 µM), inactives show at the highest dose growth rescue (activation), most hits filed as activators; 0.24% of 390,000 active;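 further: potency means the concentration at half of the fitted maximal effect; plate controls were DMSO vehicle for no effect and reference control for full effect; nearly all actives have a fitted effect of over 55% in size; some results filed as inactive show a strong effect at the top dose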
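S. cerevisiae expressing FUS from galactose induction served as the toxicity model. Growth after 24hr at 30C, read as absorbance at 600 nm, indicates suppression of toxicity; compounds dosed at several concentrations.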
GLP1R inv ag: acts as inverse agonist at human GLP-1 receptor | P43220 | HEK293 GLP-1R CRE-luciferase, luminescence, 24 h; GLP-1R form is constitutively active | Potency, µM (titrated, usually from 38.3 µM), without a hit: at the highest dose activity change, negative = inhibition, usual class: inhibitors | 1.6% of 410,000 active | AID 624417; further: potency means the concentration at half of the fitted maximal effect; on the % scale 0 is the no-effect control and ±100 the full control effect; nearly all actives have a fitted effect of over 55% in size
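Stable HEK293 clone (constitutively active GLP-1R + cAMP-response luciferase); 200 cells/uL plated, 12 h pre-culture, compound 24 hr, 37 deg C/5% CO2; detection reagent 12 min RT; luminescence.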
aSyn yeast inh: alpha-synuclein toxicity inhibition in yeast; Yeast expressing alpha-synuclein, growth rescue, BacTiter-Glo, 24 h; Potency, µM (doses to about 46.1 µM), without a hit: top-dose growth rescue (activation), actives largely listed as activators; AID 652106; 0.14% of 370,000 active; further: potency means the concentration at half of the fitted maximal effect; % of control where 0% means no effect; nearly all actives have a fitted effect of over 65% in size
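Readout is rescue of growth in alpha-synuclein-expressing yeast, so inhibitors of toxicity appear as activators. Growth after 24 hr at 30 deg C in galactose medium is quantified by luminescence.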
* hit, by the source's call; i = inactive; ? = inconclusive; . = not tested or not shown; [ ] = another dose, or the depositor's remark. Unless noted, the call rests on the fitted dose curve; in most records, active means well fitted curve in the direction sought with a large enough effect; inconclusive means small, poorly fitted or top-dose-only effect, or another doubt; inactive means no such curve, though single readings can be large; an effect the other way counts as inactive or inconclusive. An excerpt, so the mix of outcomes need not match the whole.

SMILES	GLP1R ag	Akt phos inh	PTHR1 agonist	DRD3 antagonist	TDP43 rescue	Abeta yeast res	FUS suppressor	GLP1R inv ag	aSyn yeast inh
CN(C)c1cccc(C(=O)Nc2cccc(F)c2)c1	-0.2%	i	-4.2%	-0.6	-9.2%	-10.4%	22.7%	?	-7.2%
COc1ccc(OC)c(CN2CCN(C(=O)c3cccc4ccccc34)CC2)c1	?	.	i	?	-13.9%	-9.3%	19.9%	-18.9%	7.0%
COc1ccccc1C1CC(c2ccc(Cl)cc2)Nc2ncnn21 (stereo unspecified)	-1.3%	i	-3.7%	-11.2	-15.6%	23.2%	29.8%	?	16.5%
COc1ccc2c(c1O)Cc1ccccc1C2=O	0.1%	i	i	-2.4	-19.3%	-6.0%	.	35.3%[activator]	1.4%
O=c1cc2oc3cc(O)c(O)cc3c(-c3ccccc3O)c-2cc1O	-0.1%	i	i	-13.0	-16.3%	-29.1%	14.2%	-26.3%	-14.1%
O=C(CC1C[C@H](C(=O)N2CCCCC2)[C@@]2(CCc3ccccc3)c3[nH]c4ccccc4c3CCN2C1=O)NCCc1ccccn1 (stereo partly specified)	1.1%	i	-39.5%[inhibitor]	-20.6	17.5%	3.7%	-15.8%	9.8%	6.0%
OC1Cc2ccccc2C1Nc1cccc(C(F)(F)F)c1 (stereo unspecified)	17.7%	i	-14.7%	-4.6	12.6µM*	9.1%	.	?	?
Cc1cccc(NC(=O)Cn2cc([N+](=O)[O-])cn2)n1	2.2%	i	i	0.2	5.3%	-4.1%	-14.6%	10.0%	5.2%
O=c1c2ccccc2nc(SCc2nnc(-c3ccccc3Br)o2)n1Cc1ccco1	12.1%	i	-39.7%[inhibitor][57.5 µM]	8.1	-1.9%	12.9%	10.8%	0.0%	0.6%
COc1c(C(=O)NNC(=O)c2ccccc2)csc1Br	0.1%	i	-6.0%	19.8	2.6%	2.7%	1.5%	31.7%[activator]	-5.3%
CCCNCC(=O)Nc1sc2c(c1C(=O)Nc1c(C)n(C)n(-c3ccccc3)c1=O)CCCC2	-1.3%	i	-30.1%[inhibitor]	-15.0	0.5%	-5.6%	-36.5%	-19.3%	-10.8%
COc1ccc(-n2nc(C(=O)NCC(=O)NCc3ccco3)c3ccccc3c2=O)c(OC)c1	8.4%	i	i	-5.1	18.9%	15.5%	8.1%	36.2%[activator]	-3.9%
CCCC(C(=O)Nc1cc(C)c(Cl)cc1OC)N1Cc2ccccc2C1=O (stereo unspecified)	.	.	i	.	-6.5%	-13.3%	40.4%	?	.
CC(C)C1Oc2ccccc2N(CC(=O)N(C)C2CCCCC2)C1=O (stereo unspecified)	2.2%	i	-0.8%	-7.7	-6.4%	-8.0%	13.6%	?	12.0%
COc1ccc(S(=O)(=O)c2c(O)c3ccc(C(=O)Nc4ccc(F)cc4F)cc3[nH]c2=O)cc1	-3.3%	i	i	7.4	0.7%	11.3%	6.6%	6.9%	1.8%
CC1C(=O)N(Cc2cn(CCC3OCCCO3)nn2)CCS(=O)(=O)N1Cc1ccc(-c2ccc(Cl)nc2)cc1 (stereo unspecified)	-4.7%	i	-32.6%[inhibitor]	5.5	0.0%	5.1%	?	-1.5%	8.0%
Cc1ccc(-n2nc3c(c2NC(=O)c2c(-c4ccccc4Cl)noc2C)CS(=O)(=O)C3)c(C)c1	-3.1%	i	i	13.3	0.0%	-13.1%	.	-15.9%	2.5%
CCCn1c2c(c(O)c(C(=O)Nc3ccc(OC)cc3)c1=O)CCCC2	-0.5%	i	-2.9%[57.5 µM]	22.4	-2.2%	0.3%	-3.5%	4.0%	-10.3%
CCN(CC)C(=O)C(=O)Nc1ccc(OC)c(Cl)c1	4.4%	i	-10.8%	8.7	26.1%	3.2%	8.1%	4.5%	2.3%
CN(Cc1ccccc1)C(=O)Cn1c(=O)oc2cc(S(=O)(=O)NCc3ccccc3)ccc21	-4.3%	i	-0.5%	36.8	10.0%	-12.7%	14.5%	-1.6%	-1.9%
O=S(=O)(Nc1ccc(S(=O)(=O)N2CCCCC2)cc1)c1ccc(Br)s1	1.2%	i	-24.8%	-5.1	-4.8%	0.0%	25.6%	?	-31.6%[inhibitor]
CCOC(=O)C1=C2c3cc(OC)c(OC)cc3CC(C)(C)N2C(=O)C1=O	6.3%	i	i	34.9	-16.9%	-4.3%	.	78.0%[activator]	5.1%
CCNC(=O)c1sccc1-n1cccc1	4.5%	i	-9.9%	8.5	-10.1%	1.7%	31.0%	8.6%	-0.1%
CN(Cc1cccc(C(F)(F)F)c1)C(=O)C1CCC(=O)N(CC2CCCCC2)C1 (stereo unspecified)	11.3%	i	-73.7%	-22.1	3.6%	.	37.4%	?	9.0%
CC(=O)Nc1ccc(NC(=O)C(C)OC(=O)C2CCN(S(=O)(=O)c3ccccc3C(F)(F)F)CC2)cc1 (stereo unspecified)	21.0%	i	i	2.2	24.6%	11.2%	16.8%	2.1%	7.2%

Some values from the entries so far.
`CCCC(C(=O)Nc1cc(C)c(Cl)cc1OC)N1Cc2ccccc2C1=O` (stereo unspecified) in FUS suppressor is entered as 40.4%
`CC(=O)Nc1ccc(NC(=O)C(C)OC(=O)C2CCN(S(=O)(=O)c3ccccc3C(F)(F)F)CC2)cc1` (stereo unspecified) in Abeta yeast res is entered as 11.2%

Remaining list, next part:
SMILES	GLP1R ag	Akt phos inh	PTHR1 agonist	DRD3 antagonist	TDP43 rescue	Abeta yeast res	FUS suppressor	GLP1R inv ag	aSyn yeast inh
CCOC(=O)c1cnc2ccc(OCC)cc2c1N1CCN(C)CC1	12.6%	i	?	-22.6	-2.1%	8.2%	23.5%	43.9%[activator]	-4.1%
O=C(COC(=O)c1cc2ccccc2cc1O)NCc1ccccc1	17.0%	i	i	4.4	-8.5%	3.5%	2.0%	-1.1%	10.0%
CCOc1ccc(OCCC(=O)N2CCN(S(=O)(=O)c3cccc(F)c3)CC2)cc1	7.4%	i	-64.2%[inhibitor]	-7.4	-14.7%	1.0%	27.8%	-22.1%	-4.3%
COc1ccc(OC)c2c1sc(=NC(=O)c1cccc(N3C(=O)CCC3=O)c1)n2C	4.4%	i	-40.5%	67.3	18.4%	3.6%	-26.8%	0.5%	-0.7%
O=C(CSc1nncn1-c1ccccc1F)NC1CC1	1.0%	i	-3.2%	-10.2	-7.4%	4.6%	0.7%	23.8%	-1.9%
Cc1[nH]nc2c1C(c1c[nH]c3ccccc13)C(C#N)=C(N)O2 (stereo unspecified)	23.2%	i	-1.7%	-10.5	3.9%	-14.1%	12.0%	133.7%[activator]	0.8%
Cc1c(NC(=O)N2CCCCCC2)c(=O)n(-c2ccccc2)n1C	-4.6%	i	25.2%[57.5 µM]	0.0	-14.2%	7.6%	3.9%	18.9%	-6.2%
O=C(O)c1ccc2c(c1)c1c3n2CCNC3CCC1 (stereo unspecified)	-3.5%	i	i	-6.7	6.9%	-5.8%	11.2%	33.8%[activator]	15.2%
O=C(Cn1cc(C(F)(F)F)cc(Cl)c1=O)Nc1cc(Cl)cc(Cl)c1	-6.1%	i	-12.1%	-15.9	-3.5%	1.8%	-29.7%	-14.7%	-7.6%
Cc1cc(C(=O)OCC(=O)N2c3ccccc3NC(=O)C2(C)C)c(C)n1-c1ccccc1	25.3%	i	-23.7%	-9.8	-9.1%	-6.6%	21.7%	?	-9.1%
COC(=O)c1sc(NC(=O)c2ccc([N+](=O)[O-])o2)c(C#N)c1C	-3.0%	i	-41.4%[inhibitor]	-16.3	5.1%	-3.6%	0.4%	?	-25.6%
CC1CN(C(=O)c2ccc(-c3cccc(C(F)(F)F)c3)o2)CC(C)O1 (stereo unspecified)	10.1%	i	i	-0.9	28.5%	11.3%	18.4%	?	-0.6%
COc1ccc(C)cc1NC(=O)CSc1nnc2ccc(-c3ccccn3)nn12	25.6%	i	-3.4%	10.2	-13.6%	-5.6%	3.6%	2.3%	-1.3%
CCOC(=O)c1nc(Nc2ccc(N3CCOCC3)cc2)c2ccccc2n1	9.7%	i	i	11.5	13.3%	5.6%	28.1%	8.8%	-0.8%
Cc1cccnc1NC(=O)CCc1c[nH]c2ccccc12	8.4%	i	-31.0%	-5.0	-22.0%	-8.1%	13.5%	3.5%	-1.3%
COc1ccc(OCC(=O)N2CCc3c([nH]c4ccccc34)C2c2ccccn2)cc1 (stereo unspecified)	6.8%	i	i	3.5	?	10.5%	34.6%	?	9.8%
Cc1ccc(-n2c(C)cc(C(=O)COC(=O)c3ccc[nH]c3=O)c2C)cc1	-38.4%[inhibitor]	i	-12.9%	7.7	-77.8%[inhibitor]	-63.4%[inhibitor]	.	-14.5%	-29.0%
CCOc1ccc(C(=O)Nc2c(C(=O)N3CCC(N4CCCCC4)CC3)oc3ccccc23)cc1	9.7%	i	?	0.0	23.1%	-6.6%	27.3%	?	-17.4%
CC1CN(N=Cc2ccc([N+](=O)[O-])o2)C(=N)O1 (stereo unspecified)	1.2%	i	-26.1%	4.3	0.8%	-14.9%	-22.4%	-3.3%	5.6%
O=C(NC(=S)NCc1cccnc1)c1ccccc1F	4.0%	i	-12.3%	-9.4	-16.4%	-9.5%	24.1%	4.2%	-3.7%
Cc1[nH]c(-c2ccc(F)cc2)cc1C(=O)N1CCN(c2ccccc2)CC1	5.6%	i	-11.9%	-28.8	17.8µM*	15.3%	37.8%	?	?
NS(=O)(=O)c1cccc(NS(=O)(=O)c2ccc(/C=C/C(=O)OCC(=O)c3ccc(Br)cc3)cc2)c1	3.8%	i	-18.1%	-12.6	-13.5%	-4.4%	23.4%	-6.9%	2.0%
O=C(CN1c2cccc3cccc(c23)S1(=O)=O)NCc1ccc(F)cc1	14.5%	i	20.3%	3.3	-24.8%	-25.2%	44.3%	?	10.1%
CC(=O)n1ccnc1	18.9%	i	-23.4%	-19.1	?	4.2%	-22.4%	5.1%	4.1%
